MsrA inhibitor: bovine MsrA inhibition. inhibition, % at 15.5 µM. 360,000 tested, 0.75% active. purified bovine MsrA, absorbance read-out; in the data active means inhibition above about 4.5%;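 further: 0% = vehicle wells with enzyme and 100% = reference inhibitor wells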
Tb MetRS inh: Trypanosoma brucei MetRS inhibition; 360,000 tested, 0.4% active; AID 624268; inhibition, % at 11.9 µM; purified T. brucei MetRS, ATP depletion, Kinase-Glo luminescence;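 active means inhibition above a per-plate cutoff of the control wells' mean inhibition plus 3 SD, cut at about 5.5% in these data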;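 further: 0% = DMSO wells median and 100% = median of wells with control inhibitor compound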
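technique = Kinase-Glo luminescence, ATP depletion format | system = purified MetRS (methionyl-tRNA synthetase) enzyme from Trypanosoma brucei | timing = 15 min preincubation, 2 h reaction, all 25 °C | evaluation = percent inhibition versus plate control medians | dosing = single dose, 11.9 µM final nominal, 0.9% final DMSO | also added = substrates ATP, L-methionine and bulk Escherichia coli tRNA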
Neddyl block: blocks human cullin neddylation | P61081+Q13564 | TR-FRET cullin neddylation, biochemical | AID 651699 | calls only at 25 µM | 360,000 tested, 0.58% active; in the data active means inhibition above about 36%
bovine MsrA act: activates bovine MsrA enzyme; purified bovine MsrA, absorbance read-out; activation, % at 10.6 µM; 360,000 tested, 0.3% active; in the data active means activation above about 7.5%;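 further: 0% = vehicle and 100% = reference activator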
FAS-TE inh: inhibitors of human fatty acid synthase thioesterase domain; 360,000 tested, 0.67% active; P49327; inhibition, % at 15 µM; AID 602261; recombinant FAS-TE, OMFH fluorogenic substrate, fluorescence endpoint;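 active means compounds whose normalised, plate-corrected inhibition of enzyme fluorescence in the single-dose primary screen is 50% or more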;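 further: 0% = DMSO with enzyme and 100% = substrate without enzyme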
MLLE-PAM2 inh: blocks PAM2 peptide binding to the PABP1 MLLE domain. inhibition, % at 20 µM. P11940. AID 588489. GST-MLLE / FITC-PAM2 fluorescence polarization. 360,000 tested, 0.36% active; in the data active means inhibition above about 35%, passing the limit was not always enough;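 further: plate controls were DMSO wells with GST-MLLE for no effect and wells lacking GST-MLLE protein for full effect; some results filed as inactive read as strong as hits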
CSN deneddyl inh: CSN deneddylation inhibition; Purified CSN, SCF-Nedd8-OG deneddylation, fluorescence polarization; inhibition, % at 12.5 µM; 360,000 tested, 0.38% active; AID 651999;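 active means pattern-corrected inhibition above about 35%, with an unprinted fluorescence ratio check between 0.5 and 1.5, limit read from the data, passing the limit was not always enough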;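 further: 0% = enzyme with substrate and 100% = substrate without enzyme; some results filed as inactive read as strong as hits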
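Assay system: HEK293T-derived human Csn5 enzyme; quantity: 0.24 nM enzyme; medium: Tris/NaCl/DTT buffer, pH 7.5; also added: substrate SCFSkp2-Nedd8OG, 10 nM; doses: 12.5 µM compound; schedule: 90 min reaction at room temperature; signal: FP; read-out: % inhibition of substrate cleavage by Csn5; benchmarks: substrate-only high control, full reaction low control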
E coli Lon inh: inhibits E. coli Lon protease. P0A9M0. purified E. coli Lon protease, fluorescence polarization. AID 602123. inhibition, % at 7.94 µM. 360,000 tested, 0.42% active; in the data active means inhibition above about 13%, passing the limit was not always enough;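 further: 0% = enzyme with probe and DMSO and 100% = no enzyme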
Rin1-Abl PPI inh: human Rin1-Abl interaction inhibition. P00519+Q13671. TR-FRET Rin1/Abl binding, biochemical. inhibition, % at 7.35 µM. 360,000 tested, 0.4% active. AID 588664; in the data active means inhibition above about 5%, passing the limit was not always enough
Target sequence (P00519 whole entry, looked up): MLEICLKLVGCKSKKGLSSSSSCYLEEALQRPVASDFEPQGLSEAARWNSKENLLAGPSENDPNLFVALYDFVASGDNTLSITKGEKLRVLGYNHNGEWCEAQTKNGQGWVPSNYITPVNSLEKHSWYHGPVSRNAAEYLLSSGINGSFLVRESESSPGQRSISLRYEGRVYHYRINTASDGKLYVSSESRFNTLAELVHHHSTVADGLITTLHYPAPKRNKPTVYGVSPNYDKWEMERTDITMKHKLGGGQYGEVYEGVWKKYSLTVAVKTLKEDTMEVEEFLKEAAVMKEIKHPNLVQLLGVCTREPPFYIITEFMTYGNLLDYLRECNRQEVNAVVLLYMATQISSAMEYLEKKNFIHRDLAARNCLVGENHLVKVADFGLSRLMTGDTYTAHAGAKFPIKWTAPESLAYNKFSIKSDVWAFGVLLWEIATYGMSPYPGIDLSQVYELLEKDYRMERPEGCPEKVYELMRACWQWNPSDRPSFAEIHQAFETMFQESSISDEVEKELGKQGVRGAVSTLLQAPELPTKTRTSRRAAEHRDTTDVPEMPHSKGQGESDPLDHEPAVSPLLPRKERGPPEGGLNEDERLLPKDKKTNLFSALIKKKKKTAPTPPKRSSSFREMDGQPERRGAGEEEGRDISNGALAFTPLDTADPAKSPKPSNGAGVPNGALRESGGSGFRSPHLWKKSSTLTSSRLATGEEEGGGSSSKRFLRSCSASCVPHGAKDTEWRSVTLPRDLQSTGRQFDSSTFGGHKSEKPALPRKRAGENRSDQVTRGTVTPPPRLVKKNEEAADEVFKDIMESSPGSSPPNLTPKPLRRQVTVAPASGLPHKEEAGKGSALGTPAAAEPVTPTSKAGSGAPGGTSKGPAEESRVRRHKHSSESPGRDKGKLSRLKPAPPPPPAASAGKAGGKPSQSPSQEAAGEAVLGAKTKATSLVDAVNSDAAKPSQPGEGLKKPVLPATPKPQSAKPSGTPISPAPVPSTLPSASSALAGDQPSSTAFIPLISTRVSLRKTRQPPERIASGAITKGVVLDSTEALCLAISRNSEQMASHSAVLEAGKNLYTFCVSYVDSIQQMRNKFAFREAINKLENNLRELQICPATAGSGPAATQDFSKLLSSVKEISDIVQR
Target sequence (Q13671 whole entry, looked up): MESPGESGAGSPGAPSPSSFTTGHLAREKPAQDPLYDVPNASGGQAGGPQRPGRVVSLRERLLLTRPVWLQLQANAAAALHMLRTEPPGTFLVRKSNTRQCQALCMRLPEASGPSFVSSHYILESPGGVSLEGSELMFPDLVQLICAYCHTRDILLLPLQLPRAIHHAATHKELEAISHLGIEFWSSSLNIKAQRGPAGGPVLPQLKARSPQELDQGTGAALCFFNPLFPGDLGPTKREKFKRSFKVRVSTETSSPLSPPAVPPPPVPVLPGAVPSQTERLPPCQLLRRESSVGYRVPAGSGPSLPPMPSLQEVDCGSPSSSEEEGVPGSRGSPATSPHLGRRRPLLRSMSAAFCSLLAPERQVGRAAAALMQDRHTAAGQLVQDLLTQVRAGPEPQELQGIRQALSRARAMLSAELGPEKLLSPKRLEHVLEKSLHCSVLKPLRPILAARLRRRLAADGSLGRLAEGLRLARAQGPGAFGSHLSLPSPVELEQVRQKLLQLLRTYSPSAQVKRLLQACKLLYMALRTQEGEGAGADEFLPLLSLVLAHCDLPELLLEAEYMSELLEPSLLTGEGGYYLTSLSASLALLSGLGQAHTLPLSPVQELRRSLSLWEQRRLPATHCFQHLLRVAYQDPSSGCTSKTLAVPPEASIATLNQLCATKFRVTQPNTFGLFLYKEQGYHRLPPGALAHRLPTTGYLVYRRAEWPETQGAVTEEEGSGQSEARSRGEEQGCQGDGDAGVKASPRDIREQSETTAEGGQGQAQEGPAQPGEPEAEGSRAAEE
An asterisk follows results filed as active; i = inactive; + = active, no number.

SMILES | MsrA inhibitor | Tb MetRS inh | Neddyl block | bovine MsrA act | FAS-TE inh | MLLE-PAM2 inh | CSN deneddyl inh | E coli Lon inh | Rin1-Abl PPI inh
CCOc1ccc(CCNC(=O)C2CCN(S(=O)(=O)N3CCOCC3)CC2)cc1OCC | -0.7 | -0.8 | i | 0 | -6 | 3 | 5 | -2 | 4
O=C(Nc1ccc(Cl)cc1)Nc1ccc(N2CCCC2)c(S(=O)(=O)Nc2ccccc2Cl)c1 | 0.5 | 1.9 | i | -2 | 31 | -2 | -11 | 20 | -1
CSCCC(NC(=O)c1ccccc1Cl)C(=O)NCC(c1ccc(F)cc1)N1CCOCC1 (stereo not drawn) | -0.7 | -0.3 | i | -2 | -4 | 10 | -4 | 0 | 1
CC(C)N1CC(C(=O)Nc2cccc([N+](=O)[O-])c2)CC1=O (stereo not drawn) | 0.4 | 0.7 | i | -3 | -6 | 11 | -1 | -10 | 4
COC(=O)c1cccc(NC(=O)c2cccc(-n3cnnn3)c2)c1 | -0.3 | -0.3 | i | -5 | 5 | -47 | 1 | 3 | 2
COc1ccc(S(=O)(=O)N(CCc2ccccc2)CC(=O)N/N=C/c2ccc3c(c2)OCO3)cc1 | 0.0 | 0.2 | i | 2 | 26 | 2 | -1 | -1 | 3
c1ccc(CCNc2ccc3c(c2)Cc2ccccc2-3)nc1 | 0.6 | -0.1 | i | -1 | 7 | 20 | 7 | -11 | -2
COC(=O)c1ccc(-n2c(C)nc(=O)c(-c3ccccc3)c2C)cc1 | -0.3 | 0.0 | i | -1 | -8 | 3 | 0 | -4 | -2
CC1(C(=O)NS(=O)(=O)C2CC2)CCN(C(=O)c2ccc3ccccc3n2)C1 (stereo not drawn) | 1.7 | -0.2 | i | 0 | -9 | 6 | 0 | -2 | 1
C=CCn1c(SCC(=O)N(CC)c2c(N)n(Cc3ccccc3)c(=O)[nH]c2=O)nnc1-c1ccccc1OC | -0.3 | -0.2 | i | -1 | -8 | 9 | 3 | -10 | 2

A second format for part of the listing above.
COC(=O)c1ccc(-n2c(C)nc(=O)c(-c3ccccc3)c2C)cc1
  MsrA inhibitor: -0.3; Tb MetRS inh: 0.0; Neddyl block: i; bovine MsrA act: -1; FAS-TE inh: -8; MLLE-PAM2 inh: 3; CSN deneddyl inh: 0; E coli Lon inh: -4; Rin1-Abl PPI inh: -2

COC(=O)c1cccc(NC(=O)c2cccc(-n3cnnn3)c2)c1
  MsrA inhibitor: -0.3; Tb MetRS inh: -0.3; Neddyl block: i; bovine MsrA act: -5; FAS-TE inh: 5; MLLE-PAM2 inh: -47; CSN deneddyl inh: 1; E coli Lon inh: 3; Rin1-Abl PPI inh: 2

CSCCC(NC(=O)c1ccccc1Cl)C(=O)NCC(c1ccc(F)cc1)N1CCOCC1 (stereo not drawn)
  MsrA inhibitor: -0.7; Tb MetRS inh: -0.3; Neddyl block: i; bovine MsrA act: -2; FAS-TE inh: -4; MLLE-PAM2 inh: 10; CSN deneddyl inh: -4; E coli Lon inh: 0; Rin1-Abl PPI inh: 1

CC1(C(=O)NS(=O)(=O)C2CC2)CCN(C(=O)c2ccc3ccccc3n2)C1 (stereo not drawn)
  MsrA inhibitor: 1.7; Tb MetRS inh: -0.2; Neddyl block: i; bovine MsrA act: 0; FAS-TE inh: -9; MLLE-PAM2 inh: 6; CSN deneddyl inh: 0; E coli Lon inh: -2; Rin1-Abl PPI inh: 1

The list goes on.
SMILES | MsrA inhibitor | Tb MetRS inh | Neddyl block | bovine MsrA act | FAS-TE inh | MLLE-PAM2 inh | CSN deneddyl inh | E coli Lon inh | Rin1-Abl PPI inh
CCCOc1ccc(-c2c(C(=O)N/N=C/c3ccco3)nnn2-c2nonc2N)cc1 | 0.6 | 0.8 | i | -1 | -7 | -10 | 3 | -11 | -4
NS(=O)(=O)c1cccc(NC(=O)CC2(CC(=O)O)CCCC2)c1 | 0.0 | -0.4 | i | -3 | -6 | 6 | -1 | 7 | -1
CC(C)(C)c1nnc(NC(=O)Cc2ccccc2[N+](=O)[O-])s1 | 0.9 | -0.9 | i | -10 | -7 | 1 | -6 | -11 | -2
NCCOc1cnn(-c2ccccc2Cl)c(=O)c1Cl | 0.1 | -1.0 | i | -7 | -10 | -2 | 3 | -4 | -2
CN(CCc1ccccc1)C(=O)c1ccc(NC(=O)Cc2cccc(NC(=O)C3CCN(C(=O)CCc4ccccc4)CC3)c2)cc1 | 1.1 | -1.9 | i | -2 | 7 | -3 | -1 | -7 | 0
CC(=O)c1c(N2CCOCC2)nc(=O)n(-c2ccccc2)c1C | -0.4 | -0.1 | i | -5 | -10 | 4 | 3 | -2 | 3
O=C1NCC(c2ccccc2)C1C(=O)N/N=C\c1ccc(-c2cccc(Cl)c2Cl)o1 (stereo not drawn) | 0.9 | -0.3 | i | -2 | 18 | -1 | 0 | -1 | -2
Cc1ccc(CCNC(=O)CNC(=O)c2cccs2)cc1 | 0.5 | 0.1 | i | -2 | -6 | 3 | -8 | -2 | 0
CC(=O)Nc1nc2ccccc2n1CCOc1ccccc1Cl | -0.3 | 2.8 | i | 0 | -2 | 2 | 2 | -1 | -2
CN(Cc1ccccc1F)C(=O)CCCNC(=O)c1ccc(Cl)cc1 | 1.6 | 0.4 | i | -2 | -3 | 4 | -1 | 8 | 0
COc1cc2c(cc1OC)C(c1c(Cl)cccc1Cl)NC(=O)C2 (stereo not drawn) | 0.9 | -0.3 | i | -5 | -4 | -17 | 3 | 1 | 2
Cc1cc(-c2csc(NC(=O)c3ccc(S(=O)(=O)N(C)C)cc3)n2)c(C)n1-c1ccccc1 | 1.6 | 0.1 | i | 0 | 5 | -27 | 17 | -31 | -2
CCOc1cc(N2CCOCC2)c(OCC)cc1NC(=O)CN1C(=O)NC(CC(C)C)C1=O (stereo not drawn) | 1.4 | -0.2 | i | -3 | -1 | -13 | -3 | 7 | 3
CCOc1nc(NCCC2=CCCCC2)nc(N2CCOCC2)n1 | -0.7 | -0.8 | i | -4 | 8 | -6 | 1 | -8 | -2
Cc1ccccc1C(=O)Nc1c(C)[nH]c(=O)[nH]c1=O | -0.8 | -0.6 | i | -4 | -2 | -4 | 0 | -3 | -1
COC(=O)CN1C(=O)N/C(=C/c2cc(Cl)c(OC)c(OC)c2)C1=O | 2.7 | -0.5 | i | -4 | 2 | 12 | -9 | 1 | -3
COc1ccc(NC(=O)CSc2nc(N)c(NC(=O)c3cccs3)c(=O)[nH]2)cc1 | -0.6 | -0.2 | i | -2 | -6 | 30 | 1 | -4 | -6
Cc1cccc(-n2ncc3c(NCc4ccc5c(c4)OCO5)ncnc32)c1 | -0.2 | -0.7 | i | -3 | 24 | 6 | -4 | -2 | 1
CC12CCC(C(=O)Nc3cccc(Cl)c3)(C(Br)C1=O)C2(C)C (stereo not drawn) | -0.4 | -1.5 | i | -8 | 6 | 10 | -10 | -5 | -1
O=C(Nc1cccc(Oc2ccc(C(=O)O)c(C(=O)O)c2)c1)c1ccc(-c2ccccc2)cc1 | -1.0 | -1.2 | i | -12 | -12 | 3 | 3 | -2 | 0
Cc1ccc(-c2nc3cnccn3c2Nc2ccc3c(c2)OCCO3)o1 | 3.0 | -0.3 | i | -3 | -5 | 15 | 1 | -1 | -1
Cc1cc(=O)n2[nH]c(SCc3c(F)cccc3Cl)nc2n1 | -0.2 | 0.3 | i | -3 | -5 | 8 | 1 | 3 | 3
COC1OC2COC(c3ccccc3)OC2C(=O)C1NC(=O)c1ccccc1 (stereo not drawn) | 0.1 | -0.2 | i | -3 | -3 | 8 | -4 | -5 | 1
CCC1C(=O)N=C(SCC(=O)Nc2ccc(Br)cn2)NC1=O (stereo not drawn) | -0.8 | 0.1 | i | -3 | -11 | 19 | 5 | -4 | 0
COc1ccc(NC(=O)c2cc(F)cc(F)c2)cc1Cl | -0.3 | 0.1 | i | -1 | 7 | -7 | 1 | 0 | -6
Cc1ccccc1-c1noc(-c2ccc(O)cc2)n1 | 2.0 | -1.0 | i | -5 | 13 | -2 | 3 | 2 | 3
CCOc1ccc(-c2nnn(CC(=O)NCc3ccc4c(c3)OCO4)n2)cc1 | 0.8 | -1.4 | i | -7 | -8 | -4 | 2 | -2 | 5
CCn1cc([N+](=O)[O-])c(C(=O)N2N=C(c3ccc4ccccc4c3)CC2c2ccccc2O)n1 (stereo not drawn) | 1.6 | -1.1 | i | -1 | 14 | 7 | -1 | 2 | -1
Cc1c(C(=O)NCc2nnc(-c3ccccc3)o2)oc2c(F)cccc12 | -0.7 | -0.2 | i | -1 | 7 | -10 | 1 | -6 | -1
CCN(c1cccc(C)c1)S(=O)(=O)c1ccc2c(c1)CCCN2C(C)=O | 0.3 | -0.2 | i | 1 | -1 | 3 | 4 | -9 | -2
O=C(Nc1nnc(Cc2ccc([N+](=O)[O-])cc2)s1)c1ccc2c(c1)OCO2 | -1.1 | 2.7 | i | -1 | 0 | -8 | -5 | 4 | 0
Cc1ccc(CCN2CC(C(=O)NC3CCCCC3)CC2=O)cc1 (stereo not drawn) | -0.1 | -0.2 | i | -6 | -2 | 6 | 2 | 10 | 1
CCOC(=O)CC1C(=O)NCCN1C(=S)NC(=O)c1ccc(C)c(Br)c1 (stereo not drawn) | -0.9 | 0.7 | i | 5 | -6 | -35 | -3 | -7 | 2
O=C(O)c1cc2ccccc2c(=O)s1 | 3.6 | -2.0 | i | -13 | -15 | -7 | 1 | 0 | 1
CCCN1CCN(C(=O)c2oc3ccccc3c2NC(=O)COc2ccc(OC)cc2)CC1 | 1.1 | 0.3 | i | 0 | 5 | -7 | 6 | -2 | 0
O=C1NC(=O)C2(N1)C(=O)c1cccc3cccc2c13 (stereo not drawn) | 0.3 | 0.0 | i | -3 | -113 | i | -72 | + | -6
O=S(=O)(Nc1ccccn1)c1cc(Cl)ccc1Cl | -0.3 | 1.0 | i | -2 | -7 | 1 | 0 | -7 | 0
CCS(=O)(=O)C(C)(CCl)C(=O)Nc1ccc(C(=O)OC)cc1 (stereo not drawn) | -0.9 | -0.3 | i | -3 | -4 | -2 | -2 | -8 | 2
O=C1c2cccnc2C(=O)N1Cc1ccc(Cl)cc1 | 0.3 | -0.4 | i | -3 | 5 | 0 | -7 | 1 | -3
O=C(NCCOC(=O)c1ccc(C(=O)OCCNC(=O)c2ccccc2)o1)c1ccccc1 | -0.9 | 0.1 | i | 0 | -5 | 14 | -4 | -4 | -4
CC(Oc1ccc(Cl)cc1)C(=O)NCCCn1ccnc1 (stereo not drawn) | -0.4 | -1.2 | i | 2 | -12 | -1 | 5 | -3 | 4
Cc1ccc([C@@H]2CC=C(C(=O)O)[C@H](c3ccc(Br)cc3)N2S(=O)(=O)c2ccc(C)cc2)cc1 | -0.4 | -0.5 | i | 1 | 10 | 6 | 4 | 5 | 3

Profiles as entered above. Screens in order: MsrA inhibitor	Tb MetRS inh	Neddyl block	bovine MsrA act	FAS-TE inh	MLLE-PAM2 inh	CSN deneddyl inh	E coli Lon inh	Rin1-Abl PPI inh
CCCN1CCN(C(=O)c2oc3ccccc3c2NC(=O)COc2ccc(OC)cc2)CC1 is entered as 1.1	0.3	i	0	5	-7	6	-2	0
Cc1ccc([C@@H]2CC=C(C(=O)O)[C@H](c3ccc(Br)cc3)N2S(=O)(=O)c2ccc(C)cc2)cc1 is entered as -0.4	-0.5	i	1	10	6	4	5	3
O=C(NCCOC(=O)c1ccc(C(=O)OCCNC(=O)c2ccccc2)o1)c1ccccc1 is entered as -0.9	0.1	i	0	-5	14	-4	-4	-4

Screening data from PubChem.
